RXFP1 antag – RXFP1 (human) relaxin receptor antagonism; Q9HBX9; HEK293-RXFP1, relaxin-stimulated cAMP HTRF, 30 min; hits give low values; activity change, negative = inhibition, % at 57.5 µM; actives 0.59% (n = 350,000); AID 1259400;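 active means activity change of -60% or lower, but not beyond a set lower limit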; further: on the % scale 0 is the no-effect control and ±100 the full control effect
D2 ag – agonists of human D2 dopamine receptor | HEK293 T-REx D2 cells, calcium flux agonist mode | activation, % at 2 µM | actives 0.53% (n = 340,000);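 active means activation over 3 SD above normal in the single-dose calcium agonist read, cut at about 30% in these data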; further: 0% is about no effect
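Agonism scored from kinetic calcium signal (1 read/sec, 180 s) following compound pin transfer, after a 10 s baseline. Cells: HEK293 Trex line expressing inducible D2 receptor coupled to calcium, dye-loaded after overnight culture at 30 C.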
TRHR PAM – allosteric enhancers of human TRH receptor; AID 493056; TRHR cells, fluo-8 calcium fluorescence, EC20 TRH enhancement; enhancement, % at 2 µM; P34981; actives 0.66% (n = 360,000); in the data active means enhancement above about 30%; further: 0% is about no effect
Target sequence (P34981 whole entry, looked up): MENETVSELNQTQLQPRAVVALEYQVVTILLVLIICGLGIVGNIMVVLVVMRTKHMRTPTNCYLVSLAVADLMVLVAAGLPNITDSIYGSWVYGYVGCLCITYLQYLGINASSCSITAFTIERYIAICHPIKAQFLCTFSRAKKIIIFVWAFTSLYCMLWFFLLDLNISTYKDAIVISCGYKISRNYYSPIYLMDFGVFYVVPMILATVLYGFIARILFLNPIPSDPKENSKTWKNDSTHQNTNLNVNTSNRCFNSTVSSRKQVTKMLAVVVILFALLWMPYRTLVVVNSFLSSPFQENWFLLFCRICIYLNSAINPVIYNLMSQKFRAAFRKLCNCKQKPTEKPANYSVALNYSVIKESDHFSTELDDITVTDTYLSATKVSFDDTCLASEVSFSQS
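Enhancer read-out: after compound pinning and an initial kinetic agonist-mode read, an EC20 of TRH (10 nM final) was injected and fluo-8 calcium signal (Ex 480/Em 530) followed at 1 s/cycle for 100 cycles in TRHR-expressing cells.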
D1 agonist – human D1 receptor agonism | activation, % at 2 µM | P21728 | actives 1% (n = 360,000) | AID 504660 | HEK293 T-REx D1 cells, calcium flux, agonist mode; in the data active means activation above about 30%; further: 0% is about no effect
Target sequence (P21728 whole entry, looked up): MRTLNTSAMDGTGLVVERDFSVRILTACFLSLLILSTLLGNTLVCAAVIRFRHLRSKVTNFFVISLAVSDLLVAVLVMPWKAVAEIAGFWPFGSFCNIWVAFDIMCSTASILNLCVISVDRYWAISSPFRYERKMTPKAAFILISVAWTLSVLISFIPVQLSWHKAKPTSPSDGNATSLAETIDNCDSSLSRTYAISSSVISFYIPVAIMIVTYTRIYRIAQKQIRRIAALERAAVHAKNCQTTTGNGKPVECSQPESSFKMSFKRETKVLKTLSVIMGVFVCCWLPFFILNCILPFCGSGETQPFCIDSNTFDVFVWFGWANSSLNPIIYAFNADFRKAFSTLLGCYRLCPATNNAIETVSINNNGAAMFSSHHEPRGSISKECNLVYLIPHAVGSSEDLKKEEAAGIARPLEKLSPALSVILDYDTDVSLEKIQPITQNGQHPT
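Agonism was scored from calcium flux recorded over 180 s (1 read/s) after pintool compound addition, following a 10-cycle baseline. Cells were inducible force-coupled HEK293 TREx D1, plated overnight at 30 C and loaded with no-wash calcium dye.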
D2 antag – D2 dopamine receptor (human) antagonism. P14416. HEK293 TREx D2 cells, calcium flux, dopamine EC80. inhibition, % at 10 µM. actives 2% (n = 340,000); in the data active means inhibition above about 30%; further: 0% is about no effect
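HEK293 T-REx D2 cells, tet-induced, calcium dye no-wash. Cpd pintool add, 180 s kinetic, then EC80 DA, 180 s kinetic. Ca flux read.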
D2 potentiator – D2 dopamine receptor (human) potentiation; actives 0.34% (n = 340,000); AID 485347; potentiation, % at 10 µM; HEK293 T-REx D2, calcium flux, EC20 dopamine potentiation; P14416;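 active means potentiation over 3 SD above the plate norm, cut at about 30% in these data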; further: 0% is about no effect
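Cells plated with tetracycline inducer and held overnight at 30 C; calcium dye loaded 30–90 min at room temperature; baseline taken, compound added and read 180 s; EC20 dopamine then added and read 180 s.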
RXFP1 agonist – activates the human relaxin receptor RXFP1; HEK293T-RXFP1 cAMP TR-FRET, 30 min; response scale: percent of porcine relaxin response, buffer zero; Potency, µM (highest dose often 57.5 µM), for the others: at the top dose activation, most hits filed as activators; actives 0.3% (n = 370,000); active means well fitted activation curve with a large enough effect; further: potency means the concentration at half of the fitted maximal effect; on the % scale 0 is the no-effect control and ±100 the full control effect; nearly all actives have a fitted effect of over 60% in size; many of its hits are not listed in these tables
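HEK293 cells stably expressing RXFP1, treated 30 min at 37C with compounds plus PDE4 inhibitor Ro 20174; cAMP measured by HTRF TR-FRET. Normalized to buffer and 29 nM porcine relaxin; EC50 by Hill fit.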
D1 potentiator – potentiators of human D1 dopamine receptor | actives 0.036% (n = 360,000) | potentiation, % at 10 µM | HEK293 TREx D1 cells, calcium flux, dopamine EC20 potentiation | P21728; in the data active means potentiation above about 30%; further: 0% is about no effect
D1 antagonist – human D1 dopamine receptor antagonism. actives 3.2% (n = 360,000). HEK293 TREx D1 cells, calcium flux, dopamine EC80; hits give low values. activity change, negative = inhibition, % at 10 µM; in the data active means activity change below about -30%; further: on the % scale 0 is the no-effect control and ±100 the full control effect
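Using tetracycline-induced force-coupled D1 Hek293 cells and a calcium dye, signals were followed for 180 s after compound, then for 180 s after EC80 dopamine, to detect inhibitors.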
An asterisk follows results filed as active; · = not tested or not shown.

SMILES	RXFP1 antag	D2 ag	TRHR PAM	D1 agonist	D2 antag	D2 potentiator	RXFP1 agonist	D1 potentiator	D1 antagonist
Cc1nc2ccccc2nc1OCC(=O)Nc1ccc(F)cc1	-10	0.2	-2	3	-12	2	0.1%	-5	-8
CCn1c(=O)c(C(=O)CN2CCc3ccccc32)c(N)n(Cc2ccccc2)c1=O	-21	-0.4	3	20	-17	9	-1.3%	-1	12
COc1ccc(CCNC(=O)CN(c2ccc(OC)c(OC)c2)S(=O)(=O)c2ccc(C)cc2)cc1	-6	-0.4	-25	-3	12	-16	3.2%	-6	-7
COc1ccc2ncc(S(=O)(=O)c3ccccc3)c(N3CCN(c4ccccc4)CC3)c2c1	-3	0.5	1	2	-1	1	-0.1%	-2	3
COc1ccccc1N1CCN(CC(O)COCCOc2ccc(Br)cc2)CC1 (configuration not stated)	-5	9.5	-10	16	78*	-25	2.4%	-18	-63*
N#Cc1ccc(N2C(=O)[C@@H]3C(C(=O)c4ccc5ccccc5n4)=NN[C@@H]3C2=O)cc1	2	-0.4	-4	3	8	-4	-0.2%	-2	4
CCN1CCN(C2=C(NS(=O)(=O)c3ccc(C)cc3)C(=O)c3ccccc3C2=O)CC1	0	-0.1	-2	0	39*	-1	1.9%	2	9
COC(=O)C1=C(C(=O)OC)SC2(S1)C(C(=O)OC)=C(C(=O)OC)SC1=C2c2cc(C)cc(C)c2NC1(C)C	-8	·	1	0	·	5	1.7%	3	-5
CCSc1nc2sc3c(c2c(=O)n1-c1ccc(C)cc1)CCN(C)C3	-14	-0.4	-1	2	5	-9	2.9%	-2	17
OCCNCCCOc1ccc(Cl)cc1Br	-12	-0.3	3	4	-10	-16	-2.2%	-8	-1
COCCC(=O)N1CCC(Oc2ccc(C(=O)NCc3nccn3C)cc2)CC1	10	0.5	1	3	-4	-4	2.4%	-2	0
Cc1ccccc1NC(=O)c1ccccc1-c1ccccc1	1	0.2	7	-1	-1	1	2.0%	-3	-7
COc1cccc(CNC(=O)C(c2ccc(Cl)cc2)C(C)C)c1 (configuration not stated)	·	-0.5	-2	10	-2	-9	-0.1%	-2	10
CCC(C)Sc1c(C(C)C)cnc2c1c(=O)n(C)c(=O)n2C (configuration not stated)	-21	-1.5	-3	4	·	10	6.1%	0	16
CC(NC(=O)C1CCN(S(=O)(=O)c2cnc[nH]2)CC1)c1ccccc1 (configuration not stated)	-11	-0.4	5	3	-1	8	0.3%	-1	1
Cc1nc2ccc(NC(=O)Cc3ccccc3F)cc2s1	-7	-0.9	-6	4	6	-8	1.1%	-12	-21
CCc1cc2c(SCC(=O)N(CC)c3c(N)n(Cc4ccccc4)c(=O)[nH]c3=O)ncnc2s1	2	2.0	1	3	-12	0	3.2%	-5	0
COc1ccc(N(CC(=O)NCCC2=CCCCC2)S(=O)(=O)c2ccccc2F)cc1	-1	-0.3	3	5	-15	0	3.3%	-1	-16
COc1ccc(-c2c(C)n([O-])c3c([n+]2=O)CCCC3)cc1	6	0.3	0	2	-8	0	0.1%	-3	-2
CCN(CC)C(=O)CSc1nnc([C@@H](N)C(C)C)o1	-2	0.8	2	4	8	4	3.6%	-2	4
O=C(CSc1nnc(-c2ccc(F)cc2)o1)N1CCCc2ccccc21	7	-2.3	-3	0	·	0	1.7%	-3	6
O=C(O)C1[C@H]2C(=O)N(Cc3cccs3)C[C@]23C=C[C@H]1O3 (some centres not stated)	-17	2.9	-5	2	-11	3	0.3%	-6	23
O=C(O)c1ccccc1C(=O)N1CCN(Cc2ccc3c(c2)OCO3)CC1	5	1.0	15	4	1	4	2.9%	-3	-4
CCCC(=O)Nc1ccc(C(=O)n2nnc3ccccc32)cc1	-7	1.1	-2	3	4	-2	0.1%	-3	-9
O=C(Nc1ccc(Br)cc1F)C1CCN(c2nc3ccccc3[nH]2)CC1	-9	1.2	0	7	·	1	0.0%	-3	-16

Arranged by SMILES length (descending): some entries from above.
SMILES	RXFP1 antag	D2 ag	TRHR PAM	D1 agonist	D2 antag	D2 potentiator	RXFP1 agonist	D1 potentiator	D1 antagonist
CCc1cc2c(SCC(=O)N(CC)c3c(N)n(Cc4ccccc4)c(=O)[nH]c3=O)ncnc2s1	2	2.0	1	3	-12	0	3.2%	-5	0
COc1ccc2ncc(S(=O)(=O)c3ccccc3)c(N3CCN(c4ccccc4)CC3)c2c1	-3	0.5	1	2	-1	1	-0.1%	-2	3
COc1ccccc1N1CCN(CC(O)COCCOc2ccc(Br)cc2)CC1 (configuration not stated)	-5	9.5	-10	16	78*	-25	2.4%	-18	-63*

2 compounds from above, showing only D1 agonist.
mol,D1 agonist
COc1ccc(-c2c(C)n([O-])c3c([n+]2=O)CCCC3)cc1,2
COC(=O)C1=C(C(=O)OC)SC2(S1)C(C(=O)OC)=C(C(=O)OC)SC1=C2c2cc(C)cc(C)c2NC1(C)C,0

Whole records, quoted from the list.
CC(NC(=O)C1CCN(S(=O)(=O)c2cnc[nH]2)CC1)c1ccccc1 (configuration not stated) as listed: RXFP1 antag = -11; D2 ag = -0.4; TRHR PAM = 5; D1 agonist = 3; D2 antag = -1; D2 potentiator = 8; RXFP1 agonist = 0.3%; D1 potentiator = -1; D1 antagonist = 1
Cc1nc2ccccc2nc1OCC(=O)Nc1ccc(F)cc1 as listed: RXFP1 antag = -10; D2 ag = 0.2; TRHR PAM = -2; D1 agonist = 3; D2 antag = -12; D2 potentiator = 2; RXFP1 agonist = 0.1%; D1 potentiator = -5; D1 antagonist = -8
CCN1CCN(C2=C(NS(=O)(=O)c3ccc(C)cc3)C(=O)c3ccccc3C2=O)CC1 as listed: RXFP1 antag = 0; D2 ag = -0.1; TRHR PAM = -2; D1 agonist = 0; D2 antag = 39*; D2 potentiator = -1; RXFP1 agonist = 1.9%; D1 potentiator = 2; D1 antagonist = 9

Next part
SMILES	RXFP1 antag	D2 ag	TRHR PAM	D1 agonist	D2 antag	D2 potentiator	RXFP1 agonist	D1 potentiator	D1 antagonist
COc1ccccc1Nc1nc(NCCC(C)C)nc(N)c1[N+](=O)[O-]	7	0.3	10	1	12	4	0.9%	-13	37
C/C(=N\NC(=O)c1ccc(N(C)C)cc1)c1ccc(C)c(C)c1	1	-0.1	-4	1	-3	-2	-0.5%	1	15
COC(=O)c1ccccc1NC(=O)CN1CCCCC1	0	-0.3	30	3	-4	0	0.6%	-8	-3
Cc1c(C(=O)N2CCCCC2)c(S(=O)(=O)N2CCN(c3ccccc3F)CC2)c(C)n1C	23	0.1	-4	1	6	-11	0.8%	3	3
COc1cc(Cl)c(C)cc1NC(=O)CSc1ccc(NC(C)=O)cc1	1	-0.5	4	0	-11	-6	0.9%	-6	0
O=C(CCNS(=O)(=O)c1ccc2[nH]c(=O)oc2c1)NCc1ccc(F)cc1	34	1.1	-2	1	9	5	-0.3%	-1	33
O=C(Nc1ccc(O)c2c(=O)cc(-c3ccccc3Cl)oc12)c1ccc(Cl)cc1Cl	·	·	7	0	·	·	-2.6%	-2	3
CCC1CCCCN1C(=O)COC(=O)c1cc(Br)ccc1Cl (configuration not stated)	-9	-0.8	-2	2	-9	1	-1.3%	0	-3
Cc1ccc(NS(=O)(=O)c2ccc(C(=O)NCC(c3ccco3)N(C)C)cc2)cc1 (configuration not stated)	-3	-1.1	6	53*	5	-1	-0.5%	-7	-31*
O=C(c1ccco1)N1CCN(C(c2ccc(F)cc2)c2nnnn2CC2CCCO2)CC1 (configuration not stated)	4	·	1	1	·	·	0.2%	-1	-2
O=C(N/N=C/c1c[nH]c2ccc(Br)cc12)c1ccccn1	-14	-0.6	-3	-1	3	4	4.0%	-4	-47*
COc1ccc(CNC(=O)CCSCc2ccc(C)cc2)cc1	-10	-0.1	0	0	1	·	0.7%	-1	-9
O=C(CCNC(=O)c1ccccc1Cl)NCCc1ccc(Cl)cc1	-1	0.0	4	-1	6	11	0.7%	-4	-4
CS(=O)(=O)N1CCN(C(=O)c2ccc(Cl)s2)CC1	-36	-0.3	-2	-2	-4	10	-0.7%	-7	·
OCc1n[nH]c(CO)n1	-17	·	13	2	·	·	-0.2%	-6	-28
CCC(=O)N1CCN(CCN=CC2=C(O)CC(c3cccs3)CC2=O)CC1 (configuration not stated)	-10	0.2	3	3	-10	5	1.4%	-2	-15
Cc1cc(C)cc(NC(=O)C2CC(=O)n3ncnc3N2)c1 (configuration not stated)	7	-2.7	2	2	-17	-7	0.1%	2	-12
Cc1c(NC(=O)CSCc2ccccc2)cccc1C(=O)O	8	0.9	-3	0	22	3	0.4%	-8	9
Cc1c(N(C)S(=O)(=O)c2cc(C(=O)NCC3CCCO3)ccc2Cl)c(=O)n(-c2ccccc2)n1C (configuration not stated)	12	0.9	6	0	6	-7	1.7%	-6	-15
CN(CC(=O)Nc1ccc(S(=O)(=O)N2CCCC2)cc1)Cc1ccc(Cl)c(Cl)c1	12	0.3	-2	4	-19	-6	0.9%	-2	-17
CCc1ccc(NC(=O)C2CCN(C(=O)N3CCOc4ccccc43)CC2)cc1	-9	-0.2	13	4	11	0	0.9%	-5	-20
Cc1ccc(N=Nc2[nH]c3ccccc3c2O)cc1	-6	9.1	-5	52*	5	-3	-0.1%	2	-5
Cc1ccc(CN2CCN(Cc3cnc(C)[nH]3)CC2CCO)cc1 (configuration not stated)	8	0.2	7	3	4	-8	-2.1%	-4	-2
CCC1CN(C(=O)N2CCC(C(=O)NCc3ccc(N(C)C)cc3)CC2)c2ccccc2O1 (configuration not stated)	-5	0.2	-8	3	·	9	0.4%	1	10
Cc1cc(=O)[nH]c2nnc(SCc3ccc(F)cc3)n12	-4	-0.3	0	-3	·	3	-0.3%	3	·

D2 antag, hit marks shown above
mol	RXFP1 antag	TRHR PAM	D1 agonist	D2 antag	D2 potentiator	D1 potentiator	D1 antagonist
COc1ccccc1N1CCN(CC(O)COCCOc2ccc(Br)cc2)CC1 (configuration not stated)	-5	-10	16	78*	-25	-18	-63*
CCN1CCN(C2=C(NS(=O)(=O)c3ccc(C)cc3)C(=O)c3ccccc3C2=O)CC1	0	-2	0	39*	-1	2	9

An excerpt, so the mix of outcomes need not match the whole.
